Screening results as filed in PubChem BioAssay.
T cell HTS = modulates CD8 T cell binding to vesicles. 2C CD8+ T cell-vesicle binding, flow cytometry; active compounds read low. calls only at 7 µM. 330,000 compounds, 0.068% hits;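 active means response, share of CD8 T cells binding vesicles, and their 90th percentile fluorescence all below set limits, cut at about 80% in these data, passing the limit was not always enough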
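incubation = binding step 1.5 h, 37 °C, antibody labelling 20 min, ice | test system = 2C mouse CD8+ T cells | read-out basis = percent CD8+ FL2 mean versus row control | controls = Peptide-free naked vesicles (low) and QL9 vesicles with 0.7% DMSO vehicle (high) | detection = flow cytometry of vesicle-bound cells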
T cell HTS vesicle-bound % = recorded beside T cell HTS, whose call it bears; double positive events, %; measured here: CD8+ vesicle-bound cell fraction;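 binding gate set so that unloaded-vesicle control wells show 10% double positive cells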
Starred values were filed as active, the others as inactive; i = inactive. The list is partial; rates above refer to the full screens.

Preview, 16 compounds:
SMILES | T cell HTS | T cell HTS vesicle-bound %
Cc1cc(=O)oc2cc(OC(C)C(=O)NC3CCCC3)ccc12 (stereo unspecified) | i | 43.4
CN(C(=O)CN1C(=O)S/C(=C\c2ccccc2Cl)C1=O)C1CCS(=O)(=O)C1 (stereo unspecified) | i | 29.1
COc1ccccc1C(=O)NCCN=C1NS(=O)(=O)c2ccccc21 | i | 51.9
CCN(CC)S(=O)(=O)c1ccc2[nH]c(=O)cc(C(=O)Nc3ccccc3N3CCOCC3)c2c1 | i | 21.0
COc1ccc(C2=C(C)C(N3CCN(C(=O)c4ccco4)CC3)=NS2(=O)=O)cc1 | i | 28.5
CCN(C[C@H]1N[C@@](C)(C(=O)OC)[C@H]2C(=O)N(Cc3ccccc3)C(=O)[C@@H]12)S(=O)(=O)c1ccccc1 | i | 10.1
COc1cc(C=NNc2ccc(S(=O)(=O)Nc3ccccc3C(=O)O)cc2[N+](=O)[O-])ccc1O | i | 27.2
Cc1c(NC(=O)CN(C)CC(=O)Nc2ccc(F)c(F)c2F)c(=O)n(-c2ccccc2)n1C | i | 42.9
Cc1ccc(C(=O)COC(=O)C(C)N2C(=O)C3C4C=CC(C4)C3C2=O)cc1C (stereo unspecified) | i | 21.9
Cn1nccc1C(=O)N1CCN(c2ccccc2Cl)CC1 | i | 59.2
O=C(CSc1ncccn1)Nc1ccc2[nH]c(=O)[nH]c2c1 | i | 24.4
Cc1ccc(C(=O)Nn2c(C)nc3ccccc3c2=O)cc1C | i | 26.1
CCOC(=O)C1Nc2ccc(Br)cc2C2C=CCC12 (stereo unspecified) | i | 63.9
O=C(Cc1ccc([N+](=O)[O-])cc1)OCc1ccc([N+](=O)[O-])cc1 | i | 22.9
COc1ccc(C(C(=O)NC2CCCC2)N(C(=O)c2ccco2)c2cccc(C(C)=O)c2)cc1OC (stereo unspecified) | i | 41.2
COc1cc(NC(=O)COc2cc3oc(=O)cc(C)c3cc2Cl)cc(OC)c1OC | i | 15.1

Main list (from the top)
SMILES | T cell HTS | T cell HTS vesicle-bound %
Cc1cc(=O)oc2cc(OC(C)C(=O)NC3CCCC3)ccc12 (stereo unspecified) | i | 43.4
CN(C(=O)CN1C(=O)S/C(=C\c2ccccc2Cl)C1=O)C1CCS(=O)(=O)C1 (stereo unspecified) | i | 29.1
COc1ccccc1C(=O)NCCN=C1NS(=O)(=O)c2ccccc21 | i | 51.9
CCN(CC)S(=O)(=O)c1ccc2[nH]c(=O)cc(C(=O)Nc3ccccc3N3CCOCC3)c2c1 | i | 21.0
COc1ccc(C2=C(C)C(N3CCN(C(=O)c4ccco4)CC3)=NS2(=O)=O)cc1 | i | 28.5
CCN(C[C@H]1N[C@@](C)(C(=O)OC)[C@H]2C(=O)N(Cc3ccccc3)C(=O)[C@@H]12)S(=O)(=O)c1ccccc1 | i | 10.1
COc1cc(C=NNc2ccc(S(=O)(=O)Nc3ccccc3C(=O)O)cc2[N+](=O)[O-])ccc1O | i | 27.2
Cc1c(NC(=O)CN(C)CC(=O)Nc2ccc(F)c(F)c2F)c(=O)n(-c2ccccc2)n1C | i | 42.9
Cc1ccc(C(=O)COC(=O)C(C)N2C(=O)C3C4C=CC(C4)C3C2=O)cc1C (stereo unspecified) | i | 21.9
Cn1nccc1C(=O)N1CCN(c2ccccc2Cl)CC1 | i | 59.2
O=C(CSc1ncccn1)Nc1ccc2[nH]c(=O)[nH]c2c1 | i | 24.4
Cc1ccc(C(=O)Nn2c(C)nc3ccccc3c2=O)cc1C | i | 26.1
CCOC(=O)C1Nc2ccc(Br)cc2C2C=CCC12 (stereo unspecified) | i | 63.9
O=C(Cc1ccc([N+](=O)[O-])cc1)OCc1ccc([N+](=O)[O-])cc1 | i | 22.9
COc1ccc(C(C(=O)NC2CCCC2)N(C(=O)c2ccco2)c2cccc(C(C)=O)c2)cc1OC (stereo unspecified) | i | 41.2
COc1cc(NC(=O)COc2cc3oc(=O)cc(C)c3cc2Cl)cc(OC)c1OC | i | 15.1
CCOc1ccc(CCNC(=O)c2ccc3c(=O)[nH]c4c(C(=O)NC(C)C)sc(=S)n4c3c2)cc1 | i | 40.7
CN(CC(=O)Nc1ccccc1Br)C(=O)CCCSc1nc2ccccc2[nH]1 | i | 20.7
Cc1c(NC(=O)C23CC4CC(CC(Br)(C4)C2)C3)c(=O)n(-c2ccccc2)n1C | i | 12.4
O=C1Nc2cc(C(F)(F)F)ccc2N2CCCCC12 (stereo unspecified) | i | 43.9
COc1cc2c(cc1OC)CN(C(=O)c1nn(Cc3ccccc3)c(=O)c3ccccc13)CC2 | i | 18.1
O=C(CNC(=O)c1ccc(Br)o1)NCc1ccc(Cl)cc1 | i | 36.7
COc1ccc(NC(=O)[C@@H]2CCCN2C(=O)[C@@H]2Cc3ccccc3CN2C(=O)OC(C)(C)C)cc1 | i | 21.7
CCCCCNC(=O)c1ccc(NS(=O)(=O)c2ccc3[nH]c(=O)[nH]c3c2)cc1 | i | 69.2
CCn1cc(C(=O)N[C@@H](CCSC)C(=O)NCCCOC)c(=O)c2cc3c(cc21)OCO3 | i | 49.8
CC(C)c1ccccc1NC(=O)CN1C(=O)c2ccccc2C1=O | i | 48.3
Cc1cc(C(=O)COC(=O)/C=C/c2ccc(F)cc2)c(C)n1C | i | 39.8
O=C1N(Cc2ccccc2)c2ccccc2C12OCCO2 | i | 55.2
NC(=O)CC(NC(=O)c1ccccc1)c1ccc(N2CCc3ccccc3C2)c([N+](=O)[O-])c1 (stereo unspecified) | i | 15.8
COc1ccc(CCC(=O)NCCS(=O)(=O)N2CCN(c3ccccc3F)CC2)cc1 | i | 15.4
O=C(O)c1cc(-c2cccs2)nc2ccc(Br)cc12 | i | 53.9
O=C1CCCC/C=C\C[C@H](CC(=O)N(CCO)Cc2ccccc2)C(=O)N2CCC[C@@H]2CO1 | i | 18.0
CCN(CC(=O)Nc1c(F)cccc1F)C(=O)CN1C(=O)C2CCCCC2C1=O (stereo unspecified) | i | 48.4
CCOC(=O)C(NC(=O)C1C(C)N1S(=O)(=O)c1ccc(C)cc1)C(=O)OCC (stereo unspecified) | i | 42.9
COc1cc(NC(=O)Cn2cnc(S(=O)(=O)N3CCC(C)CC3)c2)cc(OC)c1OC | i | 5.9
COc1ccc(CN(C)C(=O)CCCNC(=O)c2ccc(Cl)cc2)cc1 | i | 25.8
O=C(c1ccc2c(c1)OCCO2)N1CCN(c2ccccn2)CC1 | i | 49.5
N#Cc1ccc2[nH]cc(CCO)c2c1 | i | 34.4
COc1ccccc1OCC(=O)NNC(=O)c1ccc(F)c(S(=O)(=O)N2CCOCC2)c1 | i | 55.7
COc1ccc(OCCCCN(C)Cc2ccccc2)cc1 | i | 43.0
COc1ccc2c(Cl)c(C(=O)N/N=C/c3cccnc3)sc2c1 | i | 36.3
Cc1csc(=O)n1CCC(=O)OCc1nnc(-c2ccccc2Cl)o1 | i | 51.7
CC(NC(=O)COC(=O)c1ccc2ccccc2n1)c1ccccc1 (stereo unspecified) | i | 30.8
COc1ccc(C(=O)Nc2ccc(NC(=O)C3CCCCC3)nc2)cc1 | i | 34.3
CN(C)S(=O)(=O)c1ccc(C(=O)NC(=O)CSc2nncs2)cc1 | i | 50.2
CCCN1CCN(S(=O)(=O)c2ccc3c(c2)NC(=O)C(C)S3)CC1 (stereo unspecified) | i | 51.2
CN1C(=O)/C(=C/c2ccc(OCc3ccccc3F)cc2)NC1=S | i | 36.9
CC1(C)CC[C@]2(C(=O)O)[C@H](O)C[C@]3(C)C(=CCC4[C@@]5(C)C[C@H](O)[C@H](O)[C@@](C)(CO)C5CC[C@]43C)[C@@H]2C1 (stereo partly specified) | i | 15.8
CC(=O)Nc1cccc(C(=O)NC2CCCc3c2cnn3-c2ccccc2F)c1 (stereo unspecified) | i | 28.2
COCCn1c(=S)[nH]c2sc3c(c2c1=O)CCC(C)C3 (stereo unspecified) | i | 23.7
CSc1cccc(NC(=O)C2C3C=CC4(O3)C2C(=O)N(CCN2CCOCC2)C4C(=O)NC2CCCCC2)c1 (stereo unspecified) | i | 27.7
O=C(COc1ccccc1Cl)Nc1ccc(S(=O)(=O)N2CCOCC2)cc1 | i | 12.2
CC1=C(C(=O)Nc2ccc(C(=O)N3CCN(c4cccc(Cl)c4)CC3)cc2)SCCO1 | i | 9.9
COc1ccc(CN(C)C(=O)c2ccc(NS(=O)(=O)c3ccc4[nH]c(=O)[nH]c4c3)cc2)c(OC)c1OC | i | 46.1
CCOc1ccc(CCNC(=O)c2cccs2)cc1OCC | i | 64.5
NC(=O)c1ccc(-c2nnn(CC(=O)N(C3CCCC3)C3CCS(=O)(=O)C3)n2)cc1 (stereo unspecified) | i | 35.5
CN(C)CCN(C(=O)c1ccc(C(=O)c2ccccc2)cc1)c1nc2cc3c(cc2s1)OCO3 | i | 66.2
Cc1cc(-n2c(C)cc(C(=O)CSc3nncn3C(C)C)c2C)no1 | i | 26.5
O=C(COC(=O)c1cc([N+](=O)[O-])ccc1N1CCOCC1)NCCc1ccccc1 | i | 55.7
COc1ccc(OC)c(NC(=O)CCNS(=O)(=O)c2cc(Br)cnc2N)c1 | i | 48.5
Carrying on.
SMILES | T cell HTS | T cell HTS vesicle-bound %
O=C(CSc1nnnn1-c1ccc(O)cc1)NC1CCCCC1 | i | 22.5
CCOc1ccc(S(=O)(=O)N(CC(=O)N2CCC(C(N)=O)CC2)c2ccc(F)cc2)cc1 | i | 67.7
Cc1ccccc1C(=O)NCC(=O)N1CCN(c2ccccn2)CC1 | i | 47.8
O=C1[C@H]2[C@@H](/C=C/c3ccccc3)N3C(=O)CN(CCO)C(=O)[C@@]3(Cc3ccccc3)[C@H]2C(=O)N1c1ccccc1 | i | 23.9
O=C(COc1ccc2c3c(c(=O)oc2c1)CCCC3)N[C@@H](Cc1ccccc1)C(=O)O | i | 20.8
COc1ccc(SC[C@H](Cc2ccccc2)N2CC[C@@H](C)CCC2=O)cc1 | i | 28.0
c1cncc(-c2cn(C[C@H]3CC[C@@H]([C@@H]4CC[C@H](Cn5cc(-c6cccnc6)nn5)O4)O3)nn2)c1 | i | 26.2
COc1cccc2oc3ccc(C#Cc4ccccn4)cc3c(=O)c12 | i | 17.3
C=CCOc1ccc(/C=C/C(=O)OCC(=O)NC2CCCCCC2)cc1 | i | 41.1
CCOC(=O)C1(Cc2cccc(Cl)c2)CCCN(C(=O)c2cc(C)n(C)n2)C1 (stereo unspecified) | i | 70.3
CC1CCN(CC(=O)Nc2ccc(S(=O)(=O)N3CCCC(C)C3)cc2)CC1 (stereo unspecified) | i | 42.3
CC(C)c1csc(CN2CCC(CCC(=O)NCC3CCCO3)CC2)n1 (stereo unspecified) | i | 33.7
O=C(C[C@@H]1C/C=C\CCC(=O)O[C@H](c2ccccc2)CNC1=O)N[C@H](CO)Cc1ccccc1 | i | 10.9
O=C(c1ccccc1)N1CCN(CC(O)COc2cccc3ccccc23)CC1 (stereo unspecified) | i | 51.6
CCOC(=O)C1CCCN(C(=O)C(=O)c2cn(CC(=O)N3CCOCC3)c3ccccc23)C1 (stereo unspecified) | i | 16.2
C[C@H](OC(=O)NCc1ccc(C(F)(F)F)cc1)[C@@H]1O[C@@]2(C)CCC[C@@H]1O2 | i | 35.0
O=C(N/N=C/c1ccc(F)cc1)c1cccc(NC(=O)c2ccc(F)cc2)c1 | i | 16.5
CCN(CC(=O)Nc1ccc(OC)cc1)CC(=O)Nc1ccc2c(c1)OCO2 | i | 47.2
CCc1nc(SCc2ccc(OC)cc2)n[nH]1 | i | 39.3
O=C(CSc1nnc(CNC(=O)c2c(F)cccc2Cl)o1)NCc1ccc(F)cc1 | i | 26.2
C=CCSc1nnc(NC(=O)c2ccc(N3CCCC3=O)cc2)s1 | i | 21.8
OC(CNCC1COc2ccccc2O1)COc1ccc(Cl)cc1 (stereo unspecified) | i | 46.9
O=c1cnn(Cc2ccc(F)cc2)c2ccccc12 | i | 27.4
CN1CCN(CCCNC(=O)CN2C(=O)COc3ccccc32)CC1 | i | 14.6
CSc1nnc(N2C(=O)C(O)=C(C(=O)c3ccco3)C2c2ccccc2)s1 (stereo unspecified) | i | 15.4
C=CC[C@H](CC(=O)N[C@H](CO)Cc1ccccc1)C(=O)N[C@@H](COC(=O)[C@H](CC=C)CC(=O)OC(C)(C)C)Cc1c[nH]c2ccccc12 | i | 21.1
O=C(CC(SCCO)c1ccc([N+](=O)[O-])cc1)c1ccco1 (stereo unspecified) | i | 35.7
O=C(CNC(=O)c1nc[nH]c1C(=O)N1CCN(c2ccccc2)CC1)OCc1ccccc1 | i | 20.1
CCC1Oc2ccc(C)cc2N(CC(=O)NCCCN2CCOCC2)C1=O (stereo unspecified) | i | 37.9
OC(CN1CCN(C(c2ccccc2)c2ccccc2)CC1)c1ccccc1 (stereo unspecified) | i | 30.6
COc1ccc(CNC(=O)CN2C(=O)C(c3ccccc3)Oc3cccnc32)cc1 (stereo unspecified) | i | 41.5
Cc1nc(N/N=C/c2ccc(Br)cc2)cc(N2CCOCC2)n1 | i | 21.4
CCc1nnc(NC(=O)CSc2nc(N)c(NC(=O)c3ccc(OC)cc3)c(=O)[nH]2)s1 | i | 59.9
CC(C)NC(=O)CN1C(=O)CSc2ccc(S(=O)(=O)N3CCCC3)cc21 | i | 11.0
O=C(NC1CCCC1)C1CCN(C(=O)c2cc(Cl)ccc2Cl)CC1 | i | 33.5
O=C(CCc1nnc2ccc(NCc3ccco3)nn12)N1CCN(c2ccccc2)CC1 | i | 54.4
CCN(Cc1ccc(OC)c(F)c1)C(=O)c1oc2ccccc2c1COC | i | 24.8
COC(CNC(=O)c1ccc2c(c1)ncn2-c1cccc(C)c1)OC | i | 54.2
COCC(C)N1CCC(Oc2ccc(C(=O)NCc3ccccn3)cc2)CC1 (stereo unspecified) | i | 10.4
COc1ccc(C2=CC(=O)C[C@H](c3ccc(OC)c(OC)c3)C2)cc1 | i | 34.0
CCOC(=O)c1cccc(NC(=O)CCc2nnc3ccc(N4CCOCC4)nn23)c1 | i | 28.6
Cc1ccnc(NC(=O)c2ccc3[nH]c(=O)c(=O)[nH]c3c2)c1 | i | 8.9
